# RGS12 GoLoco inh: blocks human Gai1 binding to RGS12 GoLoco peptide, red readout | P63096 | Gai1:RGS12 GoLoco peptide FP, rhodamine, 10 min | Potency, µM (doses to about 61.6 µM), without a hit: top-dose activity, negative = inhibition, most hits filed as inhibitors | 0.44% of 230,000 active; active = well fitted inhibition curve with a large enough effect, not every such curve was filed as active; inactive = no such curve, though single readings can be large or run the other way; also: % is scaled to controls: 0 for no effect and ±100 for the full control effect; nearly all actives have a fitted effect of over 30% in size; many of its hits are not listed in these tables
# Target sequence (P63096 whole entry, looked up): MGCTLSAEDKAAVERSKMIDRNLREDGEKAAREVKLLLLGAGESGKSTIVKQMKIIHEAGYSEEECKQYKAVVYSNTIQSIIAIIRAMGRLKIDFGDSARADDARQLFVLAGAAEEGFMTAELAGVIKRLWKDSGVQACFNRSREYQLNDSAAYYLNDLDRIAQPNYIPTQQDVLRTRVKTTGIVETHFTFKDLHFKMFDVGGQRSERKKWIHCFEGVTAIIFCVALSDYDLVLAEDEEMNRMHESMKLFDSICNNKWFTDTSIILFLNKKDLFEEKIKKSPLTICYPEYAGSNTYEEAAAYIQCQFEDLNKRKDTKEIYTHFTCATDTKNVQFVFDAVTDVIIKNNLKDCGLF
# JMJD2E inh: inhibitors of human JMJD2E histone demethylase | B2RXH2 | JMJD2E catalytic domain, FDH-coupled NADH fluorescence (FDH is formaldehyde dehydrogenase) | 1.6% of 230,000 active | Potency, µM (titrated, usually from 57.1 µM), without a hit: at the highest dose activity change, negative = inhibition, hits mostly inhibitors; active = well fitted inhibition curve with a large enough effect, not every such curve was filed as active; inconclusive = small, poorly fitted or top-dose-only effect, or another doubt; inactive = no such curve, though single readings can be large or run the other way;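 also: 0% = wells with enzyme and -100% = buffer wells without enzyme; nearly all actives have a fitted effect of over 50% in size; many of its hits are not listed in these tables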
# Target sequence (B2RXH2 1-337 limits assumed): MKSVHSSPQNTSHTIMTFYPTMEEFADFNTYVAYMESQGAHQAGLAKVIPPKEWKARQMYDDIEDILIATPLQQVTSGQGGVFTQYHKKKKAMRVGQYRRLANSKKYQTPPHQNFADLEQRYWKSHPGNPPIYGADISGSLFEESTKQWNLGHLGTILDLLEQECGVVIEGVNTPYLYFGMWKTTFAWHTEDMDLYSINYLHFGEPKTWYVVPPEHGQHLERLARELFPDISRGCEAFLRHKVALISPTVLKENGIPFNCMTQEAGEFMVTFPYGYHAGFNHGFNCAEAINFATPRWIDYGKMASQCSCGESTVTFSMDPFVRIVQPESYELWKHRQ
# KinaseGlo FLuc: blocks Kinase-Glo luciferase, a counter-screen artifact; Q27757; Kinase-Glo luciferase, ATP luminescence, 8 min; Potency, µM (doses to about 38.3 µM), for inactives: at the top dose activity change, negative = inhibition, hits mostly inhibitors; 0.28% of 200,000 active; also: % is scaled to controls: 0 for no effect and ±100 for the full control effect; nearly all actives have a fitted effect of over 60% in size
#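 Inhibition of Kinase-Glo luciferase light generation was assessed at 10 uM ATP in pH 7.2 imidazole buffer, with luminescence measured after eight minutes at ambient temperature.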
# IMPase Li cell: IMPase inhibition in cells with lithium potentiation | CHO-M1 cells, IP1 TR-FRET (IP-One), carbachol + lithium | Potency, µM (highest dose often 59.4 µM), for inactives: at the top dose activity, negative = IMPase inhibition, most hits filed as inhibitors | 0.35% of 210,000 active | AID 1457;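 also: IP1 builds up when IMPase is blocked and the TR-FRET signal falls; plate controls were basal vehicle for no effect and high inhibitor control for full effect; nearly all actives have a fitted effect of over 50% in size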
#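 IP1 accumulation measured by competitive TR-FRET in lysed CHO-M1 cells after 30 min compound exposure at 37C, with a small lithium addition to potentiate weak responses. Hill-equation AC50 from ratio and donor-channel data.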
# SMN2 splice up: enhancers of SMN2 splice variant expression. Potency, µM (doses to about 46.1 µM), for inactives: at the top dose activity change, positive = activation, hits mostly activators. HEK293 SMN2-luciferase splicing reporter, luminescence, 30-36 h. 2.8% of 210,000 active. AID 1458; also: % of control where 0% means no effect; nearly all actives have a fitted effect of over 55% in size
#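 qHTS luciferase splicing reporter: luminescence rises when SMN2 exon 7 is included in transfected HEK293 cells. Compound exposure lasted 30-36 h at 37C, with 4.5 mM final sodium butyrate as control, followed by a ONE-Glo read.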
# NPSR antagonist: antagonists of human neuropeptide S receptor cAMP signaling; Q6W5P4; CHO-NPSR cells, cAMP TR-FRET, antagonist mode; Potency, µM (series often up to 38.3 µM), without a hit: at the top dose activity change, negative = inhibition, most hits filed as inhibitors; 1% of 220,000 active; also: % is scaled to controls: 0 for no effect and ±100 for the full control effect; nearly all actives have a fitted effect of over 50% in size; many of its hits are not listed in these tables
# Epigenetic derep: derepresses silenced GFP reporter in murine cells | murine LDR cells, GFP reporter derepression, 30 h | Potency, µM (titrated, usually from 53.9 µM), without a hit: at the top dose GFP activation, actives largely listed as activators | AID 1865 | 0.2% of 280,000 active; also: % of control where 0% means no effect; nearly all actives have a fitted effect of over 60% in size
#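 Murine LDR cells bearing a silenced CMV-driven GFP reporter were exposed to compound for 30 h at 37 C. After PBS washes, GFP-positive cells (20-120 um objects) counted by laser-scanning microplate cytometry.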
# RECQ1 inh: blocks DNA unwinding by human RECQ1; 0.54% of 240,000 active; RECQ1 DNA unwinding, red fluorescence kinetic read; Potency, µM (titrated, usually from 57.3 µM), for inactives: at the highest dose activity, negative = inhibition, most hits filed as inhibitors;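 also: plate controls were vehicle for no effect and no enzyme for full effect; nearly all actives have a fitted effect of over 30% in size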
#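 RECQ1T1 50 nM; forked duplex (20 bp + 30-nt ss tails) 200 nM, ATP 2 mM final; pH 8.0, 2 mM MgCl2, 2.5 ug/ml poly(dI-dC); 15 min compound preincubation; discontinuous kinetic read over 2 h at RT.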
# * = called active by the depositor; i = inactive; u = inconclusive; x = not tested or not shown; [ ] = remark or other dose. Unless noted, calls follow the shape of the dose curve; as a rule, active = well fitted curve in the direction sought with a large enough effect; inconclusive = small, poorly fitted or top-dose-only effect, or another doubt; inactive = no such curve, though single readings can be large; an effect the other way counts as inactive or inconclusive. Potency is read from the fitted curve at half-maximal effect. Some of the compounds tested. The share of hits here may be higher or lower than overall.
1	CCC/C=C(\CCC)C(NC(=O)c1ccco1)c1ccc(C(=O)OC)cc1 (stereo not given)
2	CCN(CC)CCC(c1ccc2c(c1)OCO2)c1c(OC)cc(OC)c2c(-c3ccccc3)cc(=O)oc12 (stereo not given)
3	CCOC(=O)C1=C(C)c2ccccc2OC1(C(=O)OCC)C(C)C (stereo not given)
4	CC(=O)O[C@H]1CC[C@H]2[C@@H]3CCc4cc(O)ccc4[C@H]3CC[C@]12C
5	CN1CCN(NC(=S)Nc2ccc(Oc3ccccc3)cc2)CC1
6	CN(C)c1ccc(NC(=O)CCn2c(=S)oc3ccccc32)cc1
7	COCCSc1ccccc1C(=O)Nc1cc(C)on1
8	CNC(=S)NNC(=O)c1sc(-c2cc(C)on2)nc1C
9	CCCn1nc(NC(=O)c2ccccn2)c2cc3cc(C)ccc3nc21
10	O=C(/C=C/c1ccco1)NCC(=O)N/N=C/c1ccc(Cl)cc1

Screen / compound no.	1	2	3	4	5	6	7	8	9	10
IMPase Li cell	10%	x	11%	16%	0%	-1%	29%[38.3 µM]	x	31%[38.3 µM]	-4%
RGS12 GoLoco inh	2%	7%	4%[88.7 µM]	-14%	2%	-9%	-28%	8%	41%[activator]	15%
JMJD2E inh	-4%	-5%	x	-29%	1%	9%	u	u	u	-12%
KinaseGlo FLuc	-7%	x	-1%[39.9 µM]	0%	0%	0%	1%	x	2%	0%
NPSR antagonist	x	-58%	x	-24%	12%	-15%	-7%[46.1 µM]	14%	1%[46.1 µM]	-3%
RECQ1 inh	-2%	-7%	i	-16%	i	1%	-12%	-5%	i	i
Epigenetic derep	u	1.3%	3.3%	-1.4%	2.6%	1.5%	-4.1%	-8.6%	u	2.8%
SMN2 splice up	-14%	x	x	-30%[inhibitor]	-25%	1%	7%	x	u	19%

# Next section, overlapping the part above by 2 compounds.
9	CCCn1nc(NC(=O)c2ccccn2)c2cc3cc(C)ccc3nc21
10	O=C(/C=C/c1ccco1)NCC(=O)N/N=C/c1ccc(Cl)cc1
11	CC(=O)Nc1ccc(N(C(=O)Cc2c[nH]c3ccccc23)C(C(=O)NC2CCCCC2)c2ccco2)cc1 (stereo not given)
12	Cc1cc(-c2nnc3sc(C4CCCCC4)nn23)n[nH]1
13	O=S1(=O)CCC(N=Cc2cc(Br)ccc2O)C1 (stereo not given)
14	COc1ccc(-c2csc(Nc3ccccc3)[n+]2CC(O)c2ccc([N+](=O)[O-])cc2)cc1 (stereo not given)
15	Cc1ccc(S(=O)(=O)NNC(=S)NC(=O)c2ccc([N+](=O)[O-])cc2)cc1
16	O=C(CSc1nnc(CN2CCCCCC2=O)n1-c1ccccn1)NCC(F)(F)F
17	CCN(CC)CCNC(=O)c1cc([N+](=O)[O-])c(N(C)C)cc1OC
18	C/C(=N\NC(=O)c1c[nH]c2ccccc12)c1ccc2c(c1)OCO2
19	NC1=NC(=O)C(CC(=O)NCc2ccccc2)S1 (stereo not given)
20	Cc1ccc(C(=O)NN2C(=O)/C(=C/c3cccn3C)SC2=S)cc1

Screen / compound no.	9	10	11	12	13	14	15	16	17	18	19	20
IMPase Li cell	31%[38.3 µM]	-4%	8%	6%[38.3 µM]	8%[38.3 µM]	x	-1%	-8%[38.3 µM]	x	15%	-3%	-6%
RGS12 GoLoco inh	41%[activator]	15%	7%	3%	2%	10%	0%	-13%	7%	6%	-2%	10%
JMJD2E inh	u	-12%	5%	4%	12%	-1%	19%	-3%	-9%	8%	0%	-2%
KinaseGlo FLuc	2%	0%	1%	-5%	1%	x	1%	-2%	x	-2%	2%	-1%
NPSR antagonist	1%[46.1 µM]	-3%	7%	0%[46.1 µM]	-9%[46.1 µM]	u	6%	-11%[46.1 µM]	18%	-14%	11%	-5%
RECQ1 inh	i	i	-3%	-3%	-3%	-10%	-10%	i	i	-2%	-9%	-3%
Epigenetic derep	u	2.8%	1.1%	0.8%	-1.1%	1.1%	-1.1%	-1.0%	-1.0%	-2.9%	-0.4%	-3.0%
SMN2 splice up	u	19%	-12%	-11%	21%	x	3%	-15%	x	17%	2%	4%

# 3 of the entries above in order of the Epigenetic derep value, low to high.
item | Compound | IMPase Li cell | RGS12 GoLoco inh | JMJD2E inh | NPSR antagonist | RECQ1 inh | Epigenetic derep | SMN2 splice up
13 | O=S1(=O)CCC(N=Cc2cc(Br)ccc2O)C1 (stereo not given) | 8%[38.3 µM] | 2% | 12% | -9%[46.1 µM] | -3% | -1.1% | 21%
17 | CCN(CC)CCNC(=O)c1cc([N+](=O)[O-])c(N(C)C)cc1OC | x | 7% | -9% | 18% | i | -1.0% | x
11 | CC(=O)Nc1ccc(N(C(=O)Cc2c[nH]c3ccccc23)C(C(=O)NC2CCCCC2)c2ccco2)cc1 (stereo not given) | 8% | 7% | 5% | 7% | -3% | 1.1% | -12%

# In the list so far, these have an aryl methoxy group:
2	CCN(CC)CCC(c1ccc2c(c1)OCO2)c1c(OC)cc(OC)c2c(-c3ccccc3)cc(=O)oc12 (stereo not given)
14	COc1ccc(-c2csc(Nc3ccccc3)[n+]2CC(O)c2ccc([N+](=O)[O-])cc2)cc1 (stereo not given)
17	CCN(CC)CCNC(=O)c1cc([N+](=O)[O-])c(N(C)C)cc1OC

Screen / compound no.	2	14	17
IMPase Li cell	x	x	x
RGS12 GoLoco inh	7%	10%	7%
JMJD2E inh	-5%	-1%	-9%
KinaseGlo FLuc	x	x	x
NPSR antagonist	-58%	u	18%
RECQ1 inh	-7%	-10%	i
Epigenetic derep	1.3%	1.1%	-1.0%
SMN2 splice up	x	x	x

# Sorted by length of the SMILES (low to high): some entries from above.
13	O=S1(=O)CCC(N=Cc2cc(Br)ccc2O)C1 (stereo not given)
12	Cc1cc(-c2nnc3sc(C4CCCCC4)nn23)n[nH]1
16	O=C(CSc1nnc(CN2CCCCCC2=O)n1-c1ccccn1)NCC(F)(F)F

Screen / compound no.	13	12	16
IMPase Li cell	8%[38.3 µM]	6%[38.3 µM]	-8%[38.3 µM]
RGS12 GoLoco inh	2%	3%	-13%
JMJD2E inh	12%	4%	-3%
KinaseGlo FLuc	1%	-5%	-2%
NPSR antagonist	-9%[46.1 µM]	0%[46.1 µM]	-11%[46.1 µM]
RECQ1 inh	-3%	-3%	i
Epigenetic derep	-1.1%	0.8%	-1.0%
SMN2 splice up	21%	-11%	-15%

# (listing goes on)
21	CCC(CC)(CC(=O)Nc1cccc(/C=C/c2nc(C3CCC3)cs2)c1)C(=O)O
22	Cc1ccc(NC(=O)CNc2cccc(C)c2C)c(C)c1
23	O=C(O)c1cnn2c1C(=O)N(Cc1cccs1)CC2
24	CCCc1nc2c(=O)[nH]c3ccccc3c2o1
25	COc1cc(OC)cc(C(=O)N/N=C/c2ccc(OC)c(COc3ccc(F)cc3)c2)c1

Screen / compound no.	21	22	23	24	25
IMPase Li cell	4%	15%[38.3 µM]	-2%	-8%[38.3 µM]	15%[38.3 µM]
RGS12 GoLoco inh	-1%	5%	-5%	-8%	2%
JMJD2E inh	u	-5%	0%	2%	-5%
KinaseGlo FLuc	-2%	3%	-1%	6%	0%
NPSR antagonist	x	-14%[46.1 µM]	-25%	-3%[46.1 µM]	-16%[46.1 µM]
RECQ1 inh	-3%	i	-2%	-6%	-2%
Epigenetic derep	2.8%	0.0%	-2.7%	-0.8%	0.0%
SMN2 splice up	u	-6%	7%	17%	-16%

# Source: PubChem BioAssay
